Compound activity from PubChem BioAssay.
Myeloid diff 2: induction of myeloid progenitor differentiation, primary screen, cell-based, flow cytometry, MLPCN library. ER-HoxA9 myeloid progenitors, lysozyme-GFP differentiation. 1% of 360,000 active. calls only at 10 µM;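 active = normalized GFP-positive differentiation at or above the plate's own cutoff, the solvent-only control mean plus 3 SD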;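 note: cells exposed to compound for four days before flow analysis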
K1F lysis inhibition: inhibition of K1F phage lysis, E. coli UTI89, bacterial capsule biogenesis inhibitors, alamar blue (AID 488966) | E. coli UTI89 K1F phage lysis, alamar blue, 2 h; higher % means a stronger effect | one-dose inhibition, % at 100 µM; IC50 in µM for titrated hits | 0.02% of 340,000 active;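 active = phage lysis inhibition, versus mean bacterial control, above a set limit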;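 note: capsule biogenesis inhibitors block K1F phage lysis so surviving cells raise fluorescence; higher fluorescence means more inhibition of phage lysis; actives were called in the ten point dose series up to 300 µM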
Myeloid diff 2 GFP+ MAC1+ %: second read-out of Myeloid diff 2, no call of its own (marks repeat the call); GFP+ MAC1+ double positive, %; measured here: differentiation confirmed by MAC1 staining
Numbers without * were called inactive; i = inactive; + = active, no number; [ ] = remark or other dose. Some of the compounds tested (hit frequency here may not be typical).

item	SMILES	Myeloid diff 2	Myeloid diff 2 GFP+ MAC1+ %	K1F lysis inhibition
1	Cc1ccc(S(=O)(=O)N2CCCN(C(=O)CNC(=O)c3ccccc3)CC2)cc1	i	0.2	1.4%[50 µM]
2	O=C1CN(C(=O)/C=C/c2ccc(Br)cc2)CCN1	i	0.8	2.6%[50 µM]
3	CCN(CC(=O)Nc1cc(Cl)ccc1C)C(=O)C1COc2ccccc2O1 (stereo unspecified)	i	0.6	-0.5%[50 µM]
4	O=C(ONC(=O)C1C2C=CC(C2)C1C(=O)NOC(=O)c1ccccc1)c1ccccc1 (stereo unspecified)	i	7.2	-4.0%
5	O=C(CCNC(=O)c1ccccc1Cl)Nc1nc2ccccc2[nH]1	i	1.4	-0.8%
6	Cc1cc2occ(CC(=O)N(C)CC(=O)Nc3c(C)cccc3C)c2cc1C	i	0.6	1.2%[50 µM]
7	CN(C)C(=O)CSc1nnc(-c2ccco2)n1-c1ccccc1	i	0.2	0.0%
8	N#CCc1cccnc1Sc1ccc(Cl)cc1	i	0.4	0.3%
9	Cn1c(SCC(=O)Nc2cccnc2Cl)nc2ccccc21	i	0.4	-2.0%
10	Oc1ccc(C[C@@H]2CNCCN2CCc2cc(C(F)(F)F)cc(C(F)(F)F)c2)cc1	+	4.6*	-12%
11	CC(=O)Nc1ccc(S(=O)(=O)NC(C)C(=O)OCCOc2ccc(F)cc2)cc1 (stereo unspecified)	i	0.2	0.5%[50 µM]
12	CNC(=O)OCN1C(=O)C2CC=CCC2C1=O (stereo unspecified)	i	0.7	-3.2%
13	Cc1ccc(C(=O)Cc2ccccc2)c(O)c1	i	0.9	-1.0%
14	O=C(NCCc1nc(-c2ccc(F)cc2)no1)c1ccc(F)cc1	i	2.3	0.0%
15	COCCNC(=S)N(CCc1c(C)[nH]c2ccc(OC)cc12)Cc1cccnc1	i	1.0	0.2%
16	Cc1cc(COC(=O)C2N3C(=O)[C@@H](NC(=O)COc4ccccc4)[C@H]3SC2(C)C)on1 (stereo partly specified)	i	4.6	1.8%
17	CC(C)c1ccc(S(=O)(=O)N2CCN(C(=O)c3cccc(S(=O)(=O)N4CCOCC4)c3)CC2)cc1	i	0.5	0.2%[50 µM]
18	CCN(C[C@H]1N[C@@](CC)(C(=O)OC)[C@H]2C(=O)N(Cc3ccccc3)C(=O)[C@@H]12)C(=O)COc1ccccc1	i	0.8	0.0%
19	CC(C(=O)Nc1ccc(C#N)cc1)N1CCN(C(=O)C2CC2)CC1 (stereo unspecified)	i	0.4	0.1%[50 µM]
20	CN(Cc1ccccc1)C(=O)c1nc[nH]c1C(=O)N1CCc2ccccc2C1	i	1.9	-1.1%
21	COc1cc(N2CCC(O)CC2)ccc1Nc1nnc(Cl)c(Nc2ccccc2S(C)(=O)=O)n1	i	1.6	-1.8%
22	CCOC(=O)C1=C(COC(=O)/C=C/c2cccc(Br)c2)NC(=O)NC1C (stereo unspecified)	i	0.3	0.6%[50 µM]
23	CC1CC1C(=O)OCC(=O)N(C)CC(=O)Nc1ccc(F)cc1 (stereo unspecified)	i	1.1	0.9%[50 µM]
24	O=C(CN1C(=O)NC2(CCCCC2)C1=O)Nc1cccc2ncccc12	i	1.2	0.9%[50 µM]
25	COc1ccccc1-c1oc2ccccc2c1C#CCCCCO	i	1.0	-0.1%
26	Cn1c(SCC(=O)NC2CC2)nnc1-c1ccc(Cl)cc1	i	1.1	0.3%[50 µM]
27	COC(=O)c1ccc([C@H](NC(=O)c2ccco2)[C@]2(C)C[C@H]2C2CCCCC2)cc1	i	1.4	0.0%
28	COc1cc2cc(CN(Cc3ccc4c(c3)OCO4)C(=O)c3ccco3)c(=O)[nH]c2cc1OC	i	0.7	0.7%
29	COc1cc(/C=C/C(=O)OCC(=O)NC(=O)NC2CCCC2)ccc1OCC#N	i	0.7	0.7%[50 µM]
30	Cc1ccc(C(=O)NNC(=O)C(NC(=O)c2cccc(C)c2)C(C)C)cc1 (stereo unspecified)	i	0.4	0.6%[50 µM]
31	Cc1ccc(C(=O)NCC(=O)NCc2ccc(Cl)cc2)s1	i	0.5	5.1%
32	CC1(C)C[C@H]2C3=CCC4[C@@]5(C)CC[C@H](O)[C@@](C)(CO)C5CC[C@@]4(C)[C@]3(C)C[C@@H](O)[C@@]2(CO)[C@@H](O)[C@@H]1O (stereo partly specified)	i	3.0	1.6%
33	COC(=O)c1c(-c2ccsc2)oc2ccc(-c3cc(OC)c(OC)c(OC)c3)cc12	i	2.3	0.0%
34	C=C(NS(=O)(=O)c1ccc(C)cc1)C(=O)OC	i	2.6	-0.2%
35	Cc1ccc(C(=O)NC(C(=O)Nc2ccccc2)c2ccccc2)cc1 (stereo unspecified)	i	0.8	0.6%
36	CC(=NNC(=O)c1ccncc1)c1ccc(Cl)cc1Cl	i	0.7	-0.2%
37	COc1ccc(N2CCN(CCS(=O)(=O)c3cc(Cl)ccc3Cl)CC2)cc1	i	1.4	0.1%[50 µM]
38	CCCOc1ccc(C(=O)CCC(=O)NNC(=O)c2cccs2)cc1	i	1.0	0.7%[50 µM]
39	Cc1c(C(=O)N2CCN(CC(=O)Nc3ccccc3Cl)CC2)oc2ccc(Br)cc12	i	0.7	-0.1%[50 µM]
40	CCCNC(=O)C(Cc1ccc(OC)cc1)NC(=O)c1ccc(Cl)cc1 (stereo unspecified)	i	1.5	0.6%
41	Cn1c(CCCNC(=O)c2ccco2)nc2ccccc21	i	0.5	-0.2%
42	CS(=O)(=O)c1ccc(Cl)c(NC(=O)COc2ccc3c(c2)CCC3)c1	i	1.5	1.0%[50 µM]
43	CC(C)(C)c1ccc(CS(=O)(=O)CC(O)CN2CCCC2=O)cc1 (stereo unspecified)	i	0.7	0.1%
44	Cc1ccc2nc3c(cc2c1)c(NC(=O)C(C)(C)C)nn3CC(C)C	i	0.5	0.2%
45	CN(CC(=O)Nc1ccc(Cl)c(C(F)(F)F)c1)C(=O)c1ccc(S(=O)(=O)N2CCOCC2)cc1	i	0.8	0.0%
46	CCN(CC)CC(O)CNc1ccnc2c(Cl)ccc(Cl)c12 (stereo unspecified)	i	0.6	-2.0%
47	O=C(OCc1c(-c2ccccc2)ncc2ccccc12)c1ccc(Br)cc1	i	0.9	0.2%
48	COc1cccc(NC(=O)CN(C)C(=O)Cn2[nH]c(=O)c3ccccc3c2=O)c1	i	0.5	1.2%[50 µM]
49	CCN(C[C@H]1N[C@@](Cc2ccccc2)(C(=O)OC)[C@H]2C(=O)N(Cc3ccccc3)C(=O)[C@@H]12)S(=O)(=O)c1ccc(F)cc1	i	0.4	-0.1%
50	COc1cc(OC)cc(C(=O)NC(C(=O)OCn2nnc3ccccc3c2=O)C(C)C)c1 (stereo unspecified)	i	0.7	0.7%[50 µM]

In the list so far, five contain an NH in an aromatic ring.
item	SMILES	Myeloid diff 2	Myeloid diff 2 GFP+ MAC1+ %	K1F lysis inhibition
5	O=C(CCNC(=O)c1ccccc1Cl)Nc1nc2ccccc2[nH]1	i	1.4	-0.8%
15	COCCNC(=S)N(CCc1c(C)[nH]c2ccc(OC)cc12)Cc1cccnc1	i	1.0	0.2%
20	CN(Cc1ccccc1)C(=O)c1nc[nH]c1C(=O)N1CCc2ccccc2C1	i	1.9	-1.1%
28	COc1cc2cc(CN(Cc3ccc4c(c3)OCO4)C(=O)c3ccco3)c(=O)[nH]c2cc1OC	i	0.7	0.7%
48	COc1cccc(NC(=O)CN(C)C(=O)Cn2[nH]c(=O)c3ccccc3c2=O)c1	i	0.5	1.2%[50 µM]

Quoted at random: three compounds from above, in no set order.
item	SMILES	Myeloid diff 2	Myeloid diff 2 GFP+ MAC1+ %	K1F lysis inhibition
40	CCCNC(=O)C(Cc1ccc(OC)cc1)NC(=O)c1ccc(Cl)cc1 (stereo unspecified)	i	1.5	0.6%
30	Cc1ccc(C(=O)NNC(=O)C(NC(=O)c2cccc(C)c2)C(C)C)cc1 (stereo unspecified)	i	0.4	0.6%[50 µM]
41	Cn1c(CCCNC(=O)c2ccco2)nc2ccccc21	i	0.5	-0.2%

The results go on.
item	SMILES	Myeloid diff 2	Myeloid diff 2 GFP+ MAC1+ %	K1F lysis inhibition
51	CCOc1ccc(S(=O)(=O)NCCC(=O)NCc2ccc(OC)c(OC)c2)cc1	i	0.6	1.1%[50 µM]
52	COc1cccc(CN(C)C(=O)c2cccc(S(=O)(=O)N3CCN(Cc4ccccc4)CC3)c2)c1OC	i	0.6	0.0%[50 µM]
53	CCCN(CC(=O)Nc1ccccc1C)C(=O)C1CC(=O)N(c2ccc(CC)cc2)C1 (stereo unspecified)	i	0.7	0.1%[50 µM]
54	CC(OC(=O)c1ccc(Cl)nc1)C(=O)Nc1ccc(S(=O)(=O)N2CCCC2)cc1 (stereo unspecified)	i	1.5	-1.0%
55	C[C@@H]1CN([C@@H](C)CO)C(=O)c2cccc(NS(C)(=O)=O)c2O[C@H]1CN(C)Cc1ccc(Oc2ccccc2)cc1	i	0.6	1.1%
56	Cc1ccc2oc(C(=O)Nc3cc(C)on3)c(C)c2c1	i	0.6	-0.2%
57	O=C(NCC(c1ccco1)N1CCCCC1)c1ccc(S(=O)(=O)Nc2ccccc2Cl)cc1 (stereo unspecified)	i	2.5	0.6%[50 µM]
58	COc1ccc(NC(=O)N(C)C[C@H]2Oc3c(NC(=O)Nc4ccc5c(c4)OCO5)cccc3C(=O)N([C@H](C)CO)C[C@@H]2C)cc1	i	0.3	-0.8%
59	CCOC(=O)C[C@H]1c2cc(F)ccc2S(=O)(=O)N1c1cccc(OC)c1	i	3.6	2.2%
60	C[C@H](CO)N1C[C@H](C)[C@@H](CN(C)C(=O)Nc2ccc(C(F)(F)F)cc2)Oc2c(NS(=O)(=O)c3ccccc3)cccc2C1=O	i	1.5	1.6%
61	COc1ccc(C)cc1S(=O)(=O)N1CCc2ccccc2C1	i	0.5	0.3%
62	CCCCn1c(N)c(N(CCOC)C(=O)C2CCN(C(=O)c3ccc(Cl)cc3)CC2)c(=O)[nH]c1=O	i	1.1	-0.1%[50 µM]
63	C[C@H]1COC(=O)[C@H](CC(=O)OC(C)(C)C)C/C=C\C[C@@H](CC(=O)N[C@@H](CO)Cc2ccccc2)C(=O)N1	i	1.3	2.1%
64	Cc1cc(SCC(=O)N2CCCC2=O)nc2c(C)cccc12	i	1.2	0.2%[50 µM]
65	CCOc1ccc2c(ccc(/C=C/c3cc(C)c4cccnc4c3O)[n+]2C)c1	i	1.7	0.1%
66	COc1ccc(-n2ncc(C(C)NS(=O)(=O)c3ccc(C)s3)c2C)cc1 (stereo unspecified)	i	0.7	0.7%[50 µM]
67	COc1ccccc1/C=C/C(=O)OCC(=O)Nc1ccc2c(c1)OCCO2	i	0.6	0.2%[50 µM]
68	O=C(OCC(=O)N(Cc1ccccc1)Cc1ccccc1)c1ccccc1O	i	0.7	0.3%[50 µM]
69	COc1cc(OC)cc(-c2cc3ccc(F)cc3cn2)c1	i	2.1	0.0%
70	CCC1([N+](=O)[O-])COC(c2ccc(Cl)cc2)OC1 (stereo unspecified)	i	1.6	-3.5%
71	CN(c1ccc(OCC(=O)OCc2nnc(-c3ccccc3)o2)cc1)S(=O)(=O)c1ccc(Cl)cc1	i	0.7	3.3%[50 µM]
72	Cc1c(O)c(C)c2c(c1O)C(=O)C[C@@H](c1ccccc1)O2	i	0.6	3.3%
73	COc1cc(C(=O)N2CCN(S(=O)(=O)c3ccc(C)cc3C)CC2)ccc1OCC(=O)N1CCOCC1	i	0.6	0.7%[50 µM]
74	CCOc1ccccc1NC(=O)C1CCCN1C(=O)c1cccs1 (stereo unspecified)	i	1.3	0.7%[50 µM]
75	N#Cc1ccccc1NC(=O)CNc1cc(S(=O)(=O)N2CCOCC2)ccc1NCC1CCCO1 (stereo unspecified)	i	0.7	0.9%[50 µM]
76	O=C(COC(=O)c1ccc(O)cc1O)NC1CC1	i	0.3	0.2%[50 µM]
77	COc1ccc(Br)cc1/C=N/Nc1ccccn1	i	0.5	0.2%
78	CCN(Cc1nc2ccccc2c(=O)[nH]1)C(=O)COc1ccccc1Cc1ccccc1	i	1.3	-1.9%[50 µM]
79	CCOC(=O)C(Cc1ccccc1)NC(=O)CCCC(=O)c1ccccc1 (stereo unspecified)	i	0.5	0.1%
80	CCCn1c(SC(C)C(=O)NCC2CCCO2)nc2cc(Cl)ccc2c1=O (stereo unspecified)	i	0.9	-0.6%
81	NC(=O)C1CCN(C(=O)c2cc3ccccc3cc2O)CC1	i	1.0	0.5%[50 µM]
82	CN1CCN(S(=O)(=O)c2cccc(C(=O)Nc3cc(C(F)(F)F)ccc3N3CCCC3)c2)CC1	i	0.5	1.0%[50 µM]
83	COCC(C)n1c(C)cc(C(=O)CSc2nnnn2C2CCCC2)c1C (stereo unspecified)	i	0.1	0.8%[50 µM]
84	CCOC(=O)c1sc(SCc2ccccc2)c2c1CC(C)(C)CC2=O	i	0.8	0.3%
85	CCN1C(=O)N[C@@H](CCc2ccccc2)C(C(C)=O)=C1C	i	1.7	1.0%
86	CCOC(=O)C1=CN(CC)S(=O)(=O)NC1c1ccc2ccccc2c1 (stereo unspecified)	i	0.8	0.1%
87	CC(OC(=O)c1cc(=O)c2cc(Cl)ccc2o1)C(=O)N1CCCC1 (stereo unspecified)	i	0.4	1.2%[50 µM]
88	CCOc1ccc(S(=O)(=O)Nc2ccc(C(=O)NNC(=O)c3ccncc3)cc2)cc1	i	0.5	1.3%[50 µM]
89	COc1ccc(OC)c(/C=C/C(=O)N(C)CC(=O)Nc2ccc(N3CCOCC3)cc2)c1	i	1.6	0.3%
